697 NFkB inh: inhibitors of PMA/ionomycin-induced NF-kB reporter, 697 cells, primary screen, B-cell NF-kB inhibitor project, cell-based, luminescence, uHTS. 697 B-cell NF-kB luciferase reporter, 16 h. inhibition, % at 4 µM. 0.33% of 330,000 active. AID 435022, 2010; in the data active means inhibition above about 35%
UBC13 inh: UBC13 polyubiquitin chain formation inhibitors, primary screen, biochemical, TR-FRET, uHTS; inhibition, % at 20 µM; 0.47% of 330,000 active; in the data active means inhibition above about 45%, passing the limit was not always enough
Target sequence (P61088 whole entry, looked up): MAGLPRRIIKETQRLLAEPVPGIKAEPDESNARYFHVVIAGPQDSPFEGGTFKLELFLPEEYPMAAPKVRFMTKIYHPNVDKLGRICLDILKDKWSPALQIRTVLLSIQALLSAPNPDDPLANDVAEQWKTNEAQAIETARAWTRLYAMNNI
HKDC1 inhibitor: HKDC1 hexokinase inhibitors, primary screen, biochemical, fluorescence, uHTS; recombinant HKDC1, G6PDH/diaphorase resazurin coupled fluorescence; inhibition, % at 20 µM; 0.16% of 340,000 active; AID 493160, 2011;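 active means inhibition above about 35% when tested at 20 µM, limit read from the data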;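 further: plate controls were DMSO wells with enzyme for no effect and DMSO wells lacking enzyme for full effect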
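System: Recombinant HKDC1 hexokinase | Amount: HKDC1 at 5 µg/mL | Reagent: Glucose with 1 mM ATP | Doses: Single 20 µM dose | Incubation: Reaction time 90 min, room temperature, protected from light | Signal: Coupled resazurin fluorescence, excitation 525 nm, emission 613 nm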
Jurkat NFkB inh: inhibitors of induced NF-kB luciferase reporter, primary screen, TCR NF-kB activation inhibitor project, cell-based, luminescence, uHTS. Jurkat, PMA/ionomycin-induced NF-kB luciferase reporter. inhibition, % at 4 µM. 0.53% of 330,000 active. AID 435003, 2010
SENP8 block: SENP8 protease inhibitors, primary screen, biochemical, luminescence; purified SENP8, Z-RLRGG-aminoluciferin cleavage; inhibition, % at 10 µM; 1.2% of 330,000 active; AID 2540, 2010
Target sequence (Q96LD8 whole entry, looked up): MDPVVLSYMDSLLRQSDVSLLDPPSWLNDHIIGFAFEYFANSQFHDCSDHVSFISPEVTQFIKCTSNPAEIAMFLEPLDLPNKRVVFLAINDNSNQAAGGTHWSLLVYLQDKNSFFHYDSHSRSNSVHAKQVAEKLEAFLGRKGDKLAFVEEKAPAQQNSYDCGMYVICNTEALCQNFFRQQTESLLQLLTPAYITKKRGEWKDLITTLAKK
Apaf-1 inh: inhibitors of human Apaf-1 apoptosome, primary screen, biochemical, DEVD-Rh110 fluorescence, uHTS | reconstituted apoptosome caspase-3 activity | inhibition, % at 20 µM | 0.71% of 330,000 active | AID 489030, 2010; active means inhibition of at least 40% at 20 µM;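 further: plate controls were DMSO wells for no effect and DEVD-CHO caspase inhibitor wells for full effect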
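Assay system: Apoptosome proteins | Medium: pH 7.5 Hepes buffer with CHAPS, BSA, DTT | Also added: Cytochrome c and DEVD-Rh110 substrate | Times: 30 min plus 50 min, RT | Detection: Rhodamine 110 fluorescence at Ex 480/Em 540 nm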
SENP7 block: SENP7 protease inhibitors, primary screen, biochemical, luminescence, uHTS; Sentrin-specific protease 7 (Homo sapiens), Q9BQF6; recombinant SENP7, Z-RLRGG-aminoluciferin luminescence, 40 min; inhibition, % at 5 µM; 1.5% of 330,000 active; AID 434973, 2010;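 active means inhibition above about 50% at the single test dose, limit read from the data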;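 further: plate controls were DMSO with enzyme for no effect and no enzyme buffer wells for full effect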
Target sequence (Q9BQF6 706-1050 limits assumed): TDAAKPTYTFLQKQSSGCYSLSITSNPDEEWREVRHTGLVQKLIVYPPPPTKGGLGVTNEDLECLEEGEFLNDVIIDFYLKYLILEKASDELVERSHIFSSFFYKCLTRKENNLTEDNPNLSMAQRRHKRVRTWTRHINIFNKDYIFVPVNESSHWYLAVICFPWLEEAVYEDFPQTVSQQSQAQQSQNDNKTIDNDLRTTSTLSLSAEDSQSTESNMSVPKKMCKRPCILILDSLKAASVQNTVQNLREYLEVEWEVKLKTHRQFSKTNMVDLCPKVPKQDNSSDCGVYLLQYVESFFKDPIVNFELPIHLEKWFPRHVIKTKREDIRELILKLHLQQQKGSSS
Gli-Sufu block: Gli-Sufu pathway antagonists, primary screen, luciferase luminescence, Sufu-KO-LIGHT cells, uHTS; Sufu-KO-LIGHT fibroblasts, Gli luciferase reporter luminescence; inhibition, % at 5 µM; 0.74% of 340,000 active; AID 588413, 2011;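 active means inhibition above about 55%, limit read from the data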;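 further: 0% = DMSO-treated cells and 100% = wells with medium but no cells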
Numbers without * were called inactive. Unless noted, no stated cut-off is given here; in the data, active means inhibition above about 50%; inactive means the rest.

How did COc1ccc(CCNC(=O)C(=O)NCC2OCCN2S(=O)(=O)c2ccc(OC)cc2)cc1 (centres undefined) do in these assays?
697 NFkB inh: 1; UBC13 inh: -2; HKDC1 inhibitor: -4; Jurkat NFkB inh: 7; SENP8 block: 4; Apaf-1 inh: 9; SENP7 block: -8; Gli-Sufu block: -1

What do the screens show for `Cc1ccc(OCC(=O)NNC(=O)CCC(=O)Nc2ccc(C)cc2C)cc1`?
697 NFkB inh: 3; UBC13 inh: -6; HKDC1 inhibitor: -10; Jurkat NFkB inh: -3; SENP8 block: -3; Apaf-1 inh: -10; SENP7 block: 0; Gli-Sufu block: 22

How did CCN(CC)CCn1c2c(c(SCC(=O)Nc3ccc4c(c3)OCO4)nc1=O)CCC2 do in these assays?
697 NFkB inh: 4; UBC13 inh: 0; HKDC1 inhibitor: -6; Jurkat NFkB inh: -8; SENP8 block: 1; Apaf-1 inh: 3; SENP7 block: 4; Gli-Sufu block: 17

What do the screens show for `CC(=O)N1N=C(c2cccc(NS(C)(=O)=O)c2)CC1c1cccs1` (centres undefined)?
697 NFkB inh: 7; UBC13 inh: 2; HKDC1 inhibitor: -4; Jurkat NFkB inh: 22; SENP8 block: -7; Apaf-1 inh: 0; SENP7 block: 5; Gli-Sufu block: 3

Results for Fc1ccc(NC(=S)Nc2ccc(Cl)cc2Cl)cc1 ?
697 NFkB inh: -13; UBC13 inh: 1; HKDC1 inhibitor: -3; Jurkat NFkB inh: 7; SENP8 block: -3; Apaf-1 inh: 2; SENP7 block: -4; Gli-Sufu block: 13

What do the screens show for `COc1ccc(N2CCN(Cc3cc(=O)c(OCC(=O)Nc4ccccc4)co3)CC2)cc1`?
697 NFkB inh: 13; UBC13 inh: 0; HKDC1 inhibitor: 0; Jurkat NFkB inh: 8; SENP8 block: -3; Apaf-1 inh: -3; SENP7 block: -1; Gli-Sufu block: -3

Results for CCC(C)N(C(=O)COC(=O)Cc1n[nH]c(=O)c2ccccc12)C1CCS(=O)(=O)C1 (centres undefined) ?
697 NFkB inh: -5; UBC13 inh: -1; HKDC1 inhibitor: -3; Jurkat NFkB inh: -4; SENP8 block: -3; Apaf-1 inh: 1; SENP7 block: -4; Gli-Sufu block: 5

Results for COc1ccc(Cl)cc1C(=O)O/N=C(\N)c1ccccn1 ?
697 NFkB inh: -128; UBC13 inh: -4; HKDC1 inhibitor: -5; Jurkat NFkB inh: -92; SENP8 block: -2; Apaf-1 inh: 3; SENP7 block: 15; Gli-Sufu block: -26

Results for Cn1cccc1C1CCCN1CC(=O)Nc1c(Cl)cc(Cl)cc1Cl (centres undefined) ?
697 NFkB inh: -3; UBC13 inh: 3; HKDC1 inhibitor: -3; Jurkat NFkB inh: -5; SENP8 block: -4; Apaf-1 inh: 14; SENP7 block: -1; Gli-Sufu block: -7

What do the screens show for `COc1ccc(C(=O)CN2C(=O)NC3(CCCCCC3)C2=O)cc1`?
697 NFkB inh: -46; UBC13 inh: -1; HKDC1 inhibitor: -4; Jurkat NFkB inh: -36; SENP8 block: -8; Apaf-1 inh: -7; SENP7 block: 8; Gli-Sufu block: -15

Results for O=C(COC(=O)COc1ccccc1)NC1CCCC1 ?
697 NFkB inh: -12; UBC13 inh: 2; HKDC1 inhibitor: 0; Jurkat NFkB inh: 2; SENP8 block: 7; Apaf-1 inh: -3; SENP7 block: -1; Gli-Sufu block: 0

Results for O=C(Nc1ccc(Cl)cc1)Nc1nnc(SCc2ccccc2)s1 ?
697 NFkB inh: -25; UBC13 inh: -15; HKDC1 inhibitor: 0; Jurkat NFkB inh: -26; SENP8 block: -11; Apaf-1 inh: -5; SENP7 block: -9; Gli-Sufu block: -19

What do the screens show for `COc1ccc(NC(=O)CN2C(=O)/C(=C3\SC(=S)N(CCC(=O)O)C3=O)c3ccccc32)cc1`?
697 NFkB inh: 5; UBC13 inh: 29; HKDC1 inhibitor: 34; Jurkat NFkB inh: 13; SENP8 block: 3; Apaf-1 inh: 15; SENP7 block: -3; Gli-Sufu block: 1

What do the screens show for `C=C(C)Cn1c(SCC(=O)N/N=C/c2ccccc2OCC(=O)O)nnc1-c1ccc(Br)cc1`?
697 NFkB inh: 8; UBC13 inh: -9; HKDC1 inhibitor: -13; Jurkat NFkB inh: -2; SENP8 block: -13; Apaf-1 inh: 2; SENP7 block: -3; Gli-Sufu block: 8

What do the screens show for `O=C1OC(c2ccc(Cl)cc2)=C/C1=C/c1cccnc1`?
697 NFkB inh: 4; UBC13 inh: 2; HKDC1 inhibitor: -10; Jurkat NFkB inh: 12; SENP8 block: 5; Apaf-1 inh: -2; SENP7 block: 7; Gli-Sufu block: 0

What do the screens show for `Cc1ccc(CC(=O)Nc2ccc(S(=O)(=O)Nc3ncccn3)cc2)cc1`?
697 NFkB inh: 2; UBC13 inh: 4; HKDC1 inhibitor: 2; Jurkat NFkB inh: 5; SENP8 block: -8; Apaf-1 inh: -2; SENP7 block: -2; Gli-Sufu block: -6

What do the screens show for `Cc1c(Cl)c(C(=O)NC2C3CC4CC(C3)CC2C4)nn1C` (centres undefined)?
697 NFkB inh: -9; UBC13 inh: -3; HKDC1 inhibitor: -3; Jurkat NFkB inh: -9; SENP8 block: -6; Apaf-1 inh: 1; SENP7 block: -6; Gli-Sufu block: -2

What do the screens show for `COc1ccc(CCNC(=O)COc2ccc(S(=O)(=O)NC(C)C)cc2Cl)cc1OC`?
697 NFkB inh: 15; UBC13 inh: -6; HKDC1 inhibitor: 7; Jurkat NFkB inh: 12; SENP8 block: -2; Apaf-1 inh: -7; SENP7 block: -1; Gli-Sufu block: 16

How did N#CCSc1nnc(-c2c[nH]c3ccccc23)o1 do in these assays?
697 NFkB inh: -8; UBC13 inh: 15; HKDC1 inhibitor: 3; Jurkat NFkB inh: 1; SENP8 block: -14; Apaf-1 inh: -14; SENP7 block: -2; Gli-Sufu block: -8

What do the screens show for `CCOC(=O)c1cc2c(N)c(C(=O)c3cc(C#N)c(SC)nc3C)sc2nc1C`?
697 NFkB inh: 12; UBC13 inh: -1; HKDC1 inhibitor: -4; Jurkat NFkB inh: 19; SENP8 block: 1; Apaf-1 inh: 15; SENP7 block: -8; Gli-Sufu block: 12

What do the screens show for `CCCCOC(=O)c1ccc(NC(=O)C(=O)NCc2ccncc2)cc1`?
697 NFkB inh: -17; UBC13 inh: 1; HKDC1 inhibitor: -2; Jurkat NFkB inh: 7; SENP8 block: -4; Apaf-1 inh: -4; SENP7 block: 2; Gli-Sufu block: -2

Results for CCc1ccc(S(=O)(=O)NCC2(N3CCOCC3)CCCCC2)cc1 ?
697 NFkB inh: 11; UBC13 inh: 4; HKDC1 inhibitor: -3; Jurkat NFkB inh: -4; SENP8 block: -3; Apaf-1 inh: -8; SENP7 block: 1; Gli-Sufu block: 13

What do the screens show for `Cc1cccc(N(Cc2ccccc2)C(=O)c2cc(S(=O)(=O)N3CCOCC3)ccc2F)c1`?
697 NFkB inh: -14; UBC13 inh: 0; HKDC1 inhibitor: -1; Jurkat NFkB inh: -1; SENP8 block: -4; Apaf-1 inh: 23; SENP7 block: -8; Gli-Sufu block: 9

How did CCCc1[nH]c(=O)c(C#N)c2c1COC(C)(C)C2 do in these assays?
697 NFkB inh: 2; UBC13 inh: -3; HKDC1 inhibitor: -8; Jurkat NFkB inh: -16; SENP8 block: -16; Apaf-1 inh: -4; SENP7 block: -5; Gli-Sufu block: -6

What do the screens show for `CC(=NNC(=O)CCC(=O)Nc1ccccc1Cl)c1ccco1`?
697 NFkB inh: -6; UBC13 inh: -4; HKDC1 inhibitor: -5; Jurkat NFkB inh: 7; SENP8 block: -3; Apaf-1 inh: -1; SENP7 block: 6; Gli-Sufu block: 1

What do the screens show for `COc1ccc(NC(C)=O)cc1NC(=O)CN1CCN(S(=O)(=O)c2ccc(C(C)C)cc2)CC1`?
697 NFkB inh: 22; UBC13 inh: 2; HKDC1 inhibitor: -8; Jurkat NFkB inh: 7; SENP8 block: 1; Apaf-1 inh: -19; SENP7 block: 2; Gli-Sufu block: -2

What do the screens show for `CCOC(=O)CNC(=O)CSc1nc2nc(C)c(Br)cc2[nH]1`?
697 NFkB inh: 14; UBC13 inh: 6; HKDC1 inhibitor: 2; Jurkat NFkB inh: 0; SENP8 block: 3; Apaf-1 inh: 1; SENP7 block: -3; Gli-Sufu block: -2

What do the screens show for `Cc1ccc(C=NNC(=O)c2cc(-c3cccnc3)nc3ccccc23)o1`?
697 NFkB inh: -10; UBC13 inh: -5; HKDC1 inhibitor: -2; Jurkat NFkB inh: -1; SENP8 block: -12; Apaf-1 inh: 2; SENP7 block: 11; Gli-Sufu block: -7

Results for Cc1noc(C)c1S(=O)(=O)NCc1ccc2c(c1)OCO2 ?
697 NFkB inh: -15; UBC13 inh: -2; HKDC1 inhibitor: -2; Jurkat NFkB inh: -14; SENP8 block: -3; Apaf-1 inh: -4; SENP7 block: -7; Gli-Sufu block: -2

What do the screens show for `COc1ccc(N2C(=O)[C@@H]3Cc4ccccc4CN3C2=O)cc1`?
697 NFkB inh: 5; UBC13 inh: 2; HKDC1 inhibitor: -3; Jurkat NFkB inh: 0; SENP8 block: 3; Apaf-1 inh: -5; SENP7 block: 5; Gli-Sufu block: -13

Results for CCC(=O)Nc1nc2c(OC)ccc(OC)c2s1 ?
697 NFkB inh: -4; UBC13 inh: 5; HKDC1 inhibitor: 0; Jurkat NFkB inh: 5; SENP8 block: 0; Apaf-1 inh: 8; SENP7 block: -3; Gli-Sufu block: 1

How did COc1cccc(NC(=O)C2CCC(CNC(=O)[C@@H]3Cc4ccccc4CN3)CC2)c1 (some centres undefined) do in these assays?
697 NFkB inh: -9; UBC13 inh: 5; HKDC1 inhibitor: -7; Jurkat NFkB inh: -21; SENP8 block: -9; Apaf-1 inh: 11; SENP7 block: 3; Gli-Sufu block: 4

How did CCOC(=O)Cn1nnnc1CN(Cc1cccs1)Cc1cc2cc(C)cc(C)c2[nH]c1=O do in these assays?
697 NFkB inh: -10; UBC13 inh: -4; HKDC1 inhibitor: -3; Jurkat NFkB inh: -6; SENP8 block: -8; Apaf-1 inh: 26; SENP7 block: -5; Gli-Sufu block: 0

Results for COc1ccc(N2CCN(CCNC(=O)CCNS(=O)(=O)c3cccs3)CC2)cc1 ?
697 NFkB inh: -3; UBC13 inh: -18; HKDC1 inhibitor: 2; Jurkat NFkB inh: -15; SENP8 block: -8; Apaf-1 inh: 5; SENP7 block: -6; Gli-Sufu block: -1

For reference, 4 of the compounds above:
Results for CCC(=O)Nc1nc2c(OC)ccc(OC)c2s1 ?
697 NFkB inh: -4; UBC13 inh: 5; HKDC1 inhibitor: 0; Jurkat NFkB inh: 5; SENP8 block: 0; Apaf-1 inh: 8; SENP7 block: -3; Gli-Sufu block: 1

How did COc1cccc(NC(=O)C2CCC(CNC(=O)[C@@H]3Cc4ccccc4CN3)CC2)c1 (some centres undefined) do in these assays?
697 NFkB inh: -9; UBC13 inh: 5; HKDC1 inhibitor: -7; Jurkat NFkB inh: -21; SENP8 block: -9; Apaf-1 inh: 11; SENP7 block: 3; Gli-Sufu block: 4

How did CCOC(=O)Cn1nnnc1CN(Cc1cccs1)Cc1cc2cc(C)cc(C)c2[nH]c1=O do in these assays?
697 NFkB inh: -10; UBC13 inh: -4; HKDC1 inhibitor: -3; Jurkat NFkB inh: -6; SENP8 block: -8; Apaf-1 inh: 26; SENP7 block: -5; Gli-Sufu block: 0

Results for COc1ccc(N2CCN(CCNC(=O)CCNS(=O)(=O)c3cccs3)CC2)cc1 ?
697 NFkB inh: -3; UBC13 inh: -18; HKDC1 inhibitor: 2; Jurkat NFkB inh: -15; SENP8 block: -8; Apaf-1 inh: 5; SENP7 block: -6; Gli-Sufu block: -1

Compound activity: PubChem, Sanford-Burnham Center for Chemical Genomics
